Screening results deposited in PubChem by Southern Research Specialized Biocontainment Screening Center.
PhoP GFP inhibition = Inhibition of PhoP regulon, Salmonella typhi GFP reporter cells, confirmation, 4 h (AID 1850). Salmonella Typhi PhoP-promoter GFP reporter, fluorescence, 4 h; higher % means a stronger effect. one-dose inhibition, % at 50 µM; IC50 in µM for titrated hits. 0.33% of 310,000 active; in the data active means a potency from the dose series; inconclusive means inhibition mostly from about 25% at the one dose, without a potency; inactive means the rest, 99 in 100 with inhibition below about 19%;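 further: 0% = induced wells with vehicle and 100% = uninduced wells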
M. tuberculosis = growth inhibition of non-replicating M. tuberculosis (AID 488890); 0.39% of 320,000 active; Mycobacterium tuberculosis non-replicating, growth inhibition; higher % means a stronger effect; inhibition, % at 25 µM; hits with a dose series show IC50 in µM; in the data active means a potency from the dose series; inconclusive means inhibition mostly from about 82% at the one dose, without a potency; inactive means the rest, 99 in 100 with inhibition below about 76%;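 further: plate controls were DMSO cells for no effect and high antibiotic wells for full effect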
H1N1 NS1A inhibition = NS1A inhibition, H1N1 influenza, cell based functional assay (AID 504329); NS1A functional cell-based assay, percent inhibition; higher % means a stronger effect; 0.3% of 340,000 active; inhibition, % at 12.5 µM; hits with a dose series show IC50 in µM; in the data active means a potency from the dose series; inconclusive means inhibition above about 27% without an active follow-up result; further: strong numbers were not always called active
inhibitors of VEEV = inhibitors of VEEV TC-83 cytopathic effect, confirmation, Vero cells (AID 588727); Vero cells, VEEV TC-83 cytopathic effect inhibition; higher % means a stronger effect; inhibition, % at 20 µM, or IC50 in µM where a hit was titrated; 0.13% of 350,000 active; in the data active means a potency from the dose series; inconclusive means inhibition mostly from about 14% at the one dose, without a potency; inactive means the rest, 99 in 100 with inhibition below about 12%; further: strong numbers were not always called active
M. tuberculosis HTS = M. tuberculosis growth inhibition, HTS (AID 449762); M. tuberculosis H37Rv growth inhibition, 7H9 media; higher % means a stronger effect; inhibition, % at 25 µM; hits with a dose series show IC50 in µM; 0.59% of 330,000 active; in the data active means a potency from the dose series; inconclusive means inhibition above about 70% without an active follow-up result;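 further: bacterial growth assessed after seven days of incubation; strong numbers were not always called active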
inhibitors of VEEV 10K pilot screen = second read-out of inhibitors of VEEV, no call of its own (marks repeat the call); inhibition, %; measured here: 10K pilot screen inhibition
The depositor's hits bear a star; i = inactive; ? = inconclusive; . = not tested or not shown.

SMILES | PhoP GFP inhibition | M. tuberculosis | H1N1 NS1A inhibition | inhibitors of VEEV | M. tuberculosis HTS | others
COc1ccc2cc(C(=O)NCCO)sc(=O)c2c1OC | 12% | -9% | 0% | 1.4% | -8%
COc1ccc(N(CC(=O)NCc2ccc(F)cc2)C(=O)c2snc(C(N)=O)c2N)cc1OC | -5% | 3% | -5% | 0.5% | 9%
CCCn1c(C)nnc1SCC(=O)NC1CCCCC1 | -9% | -2% | -17% | 2.5% | -2%
Cc1cc(/C=C2/C(=N)N3C(=NC2=O)SN=C3S(C)(=O)=O)c(C)n1-c1ccccc1F | -3% | 44% | 9% | 1.4% | -5%
NS(=O)(=O)c1ccc(NCc2cc(Cl)ccc2OCc2ccc(F)cc2)cc1 | -8% | -22% | -1% | i | -2%
O=[N+]([O-])c1ccc(SCCO)nc1SCCO | 10% | -5% | 1% | 0.8% | -9%
CCNc1nc(CSc2ccccc2)nc2sc(C)c(C)c12 | -1% | 15% | -3% | 2.7% | -2%
Cn1cc(C(=O)c2ccc(Cl)cc2)cc1-c1nc2ccccc2n1C | -4% | 71% | -9% | 3.7% | 13µM*
N#Cc1ccccc1NC(=O)COC(=O)/C=C/c1ccc(S(=O)(=O)N2CCOCC2)cc1 | . | 18% | -11% | 2.4% | 5%
CN(C(=O)COC(=O)c1nn(C)c(=O)c2ccccc12)c1c(N)n(Cc2ccccc2)c(=O)[nH]c1=O | -2% | -1% | 3% | 2.8% | 3%
Cc1ccccc1N1CCN(C2CCCN(C(=O)COc3ccccc3)C2)CC1 (centres undefined) | -12% | 18% | -5% | 2.6% | -2%
Cc1nnc(SCc2cc(=O)[nH]c(/N=C(\N)Nc3ccccc3Sc3ccccc3)n2)s1 | -22% | -7% | 3% | i | 3%
CC1CCN(S(=O)(=O)c2ccc(NC(=O)C3CCN(C(=O)c4ccco4)CC3)cc2)CC1 | 7% | 22% | 7% | i | 3%
COc1ccc(C(OC(=O)c2ccco2)C(=O)NCc2ccc(C)cc2)cc1 (centres undefined) | -14% | 6% | 10% | 0.2% | 7%
Cc1ccc(N2C(=O)CC(N3CCN(c4ccccn4)CC3)C2=O)cc1 (centres undefined) | -3% | 72% | 10% | i | -1%
N#Cc1nc(Nc2cc(F)cc(F)c2)c2ncn(CC(F)F)c2n1 | . | 2% | 1% | 0.1% | 5% | inhibitors of VEEV 10K pilot screen=3.8
COC(=O)[C@]1(Cc2ccccc2)N[C@H](CN(C)C(=O)c2ccc(C)cc2)[C@@H]2C(=O)N(C)C(=O)[C@@H]21 | . | 0% | -27% | 0.2% | 3%
COc1ccc(S(=O)(=O)N(CCCN2CCOCC2)Cc2cccc(OC)c2OC)cc1 | -16% | 15% | -22% | i | -3%
COc1ccc2oc(C(=O)N3CCN(c4ncccn4)CC3)c(C)c2c1 | -7% | 7% | -6% | 6.7% | 4%
CCN1CCN(c2ccc(NC(=O)c3cnccn3)cc2)CC1 | 2% | 0% | . | . | 8%
Cn1c(-c2ccc3c(c2)OCO3)cnc1NCc1ccccc1 | 16% | 56% | 0% | i | -17%
CCCOc1ccc(C(=O)NCC(c2ccco2)N(C)C)cc1 (centres undefined) | -5% | 9% | 2% | 0.7% | -3%
CC(C)C(C)NC(=O)COc1ccc(-c2ccccc2)cc1 (centres undefined) | 7% | . | -7% | 0.9% | 44%
Cc1cc(C)nc(NC2=NCC(=O)N2c2ccc(F)c(Cl)c2)n1 | 2% | 10% | -14% | 2.3% | 5%
c1ccc(C2CSc3ccccc3N2)cc1 (centres undefined) | -17% | -24% | -3% | i | 4%
Fc1ccc2nc(Nc3nc4cc5c(cc4s3)OCO5)sc2c1 | -7% | ? | 0% | i | 66%
O=C(c1ccc(S(=O)(=O)N2CCCCCC2)cc1)N1CCCC(C(F)(F)F)C1 (centres undefined) | 3% | 14% | -8% | i | -3%
Cc1cnc(-c2nnc(N(C)C(=O)C3CCOC3)s2)cn1 (centres undefined) | 7% | -6% | -4% | 2.5% | -4%
CCc1ccccc1NC(=S)N(CCCN(C)C)Cc1cc2cc3c(cc2[nH]c1=O)OCO3 | 9% | 13% | -12% | 0.1% | -12%
O=S(=O)([O-])C/C(=C\c1ccc(Cl)cc1)c1cc[n+](CCO)cc1 | 6% | -8% | -1% | 1.9% | -4%

Part of the list above in order of length of the SMILES, low to high:
SMILES | PhoP GFP inhibition | M. tuberculosis | H1N1 NS1A inhibition | inhibitors of VEEV | M. tuberculosis HTS | others
c1ccc(C2CSc3ccccc3N2)cc1 (centres undefined) | -17% | -24% | -3% | i | 4%
CCN1CCN(c2ccc(NC(=O)c3cnccn3)cc2)CC1 | 2% | 0% | . | . | 8%
Fc1ccc2nc(Nc3nc4cc5c(cc4s3)OCO5)sc2c1 | -7% | ? | 0% | i | 66%
O=S(=O)([O-])C/C(=C\c1ccc(Cl)cc1)c1cc[n+](CCO)cc1 | 6% | -8% | -1% | 1.9% | -4%
COc1ccc(S(=O)(=O)N(CCCN2CCOCC2)Cc2cccc(OC)c2OC)cc1 | -16% | 15% | -22% | i | -3%
CCc1ccccc1NC(=S)N(CCCN(C)C)Cc1cc2cc3c(cc2[nH]c1=O)OCO3 | 9% | 13% | -12% | 0.1% | -12%

Following part:
SMILES | PhoP GFP inhibition | M. tuberculosis | H1N1 NS1A inhibition | inhibitors of VEEV | M. tuberculosis HTS | others
C#CCOCCOCCOCCNc1nc(N2CCN(C(=O)Cn3cc(CCO)nn3)CC2)nc(N2CCN(C(=O)[C@H]([C@@H](C)CC)n3cc(CCCN=C(N)N)nn3)CC2)n1 | . | . | -2% | 0.2% | .
COc1cc(-c2nnc(COc3ccc4cc(Br)ccc4c3)o2)cc(OC)c1OC | 5% | 0% | -1% | 12% | 12%
Cc1ccccc1N/N=C1\CCCNC1=O | 1% | 21% | -7% | 0.5% | -5%
CCC(=O)c1c[nH]c(C(=O)NCCc2ccccn2)c1 | 3% | -3% | -23% | 1.7% | 9%
Nc1ccnn1Cc1cccnc1 | -3% | -9% | 7% | 0.1% | -6%
O=C(O)CCCCCn1c(O)c(C=C2N=c3ccccc3=N2)sc1=S | 5% | 64% | -7% | 6.0% | -6%
CCOc1ccc(C(=O)CN2CCN(S(=O)(=O)c3ccc(Cl)cc3)CC2)cc1 | -7% | 25% | 0% | 1.1% | 4%
O=C(CCC(=O)c1cccs1)OCc1ccc([N+](=O)[O-])cc1 | . | 79% | -4% | 2.0% | -12%
Cc1ccc2c(c1)c1c3n2CCN(CC(N)=O)C3CCC1 (centres undefined) | 7% | -14% | -14% | 12% | 3%
CCc1cccc(C)c1NC(=O)C1CN(S(=O)(=O)c2ccccc2)CCN1S(=O)(=O)c1ccccc1 (centres undefined) | -4% | 48% | -10% | 11% | -1%
Nc1nnc(-c2ccc(Cl)cc2Cl)s1 | 2% | -5% | -10% | 5.7% | 39%
Cc1cc(C)cc(N(CC(=O)NC2CCCC2)C(=O)CCC(=O)Nc2nccs2)c1 | 7% | -7% | -10% | 1.7% | -5%
Cc1ccccc1CC(=O)Nc1ccc2c(C)cc(=O)oc2c1 | -4% | -19% | -24% | 0.1% | -2%
CC(C)C(C)NC(=O)COc1ccc(Sc2ccc(OCC(=O)NC(C)C(C)C)cc2)cc1 (centres undefined) | -23% | -14% | -2% | 0.1% | -7%
O=C(C1CC(=O)N(c2ccc3c(c2)OCCO3)C1)N1CCCC(C(F)(F)F)C1 (centres undefined) | 3% | -7% | -7% | 8.9% | -4%
Cc1cc(C(=O)NCCCN2CCN(C3CCCCC3)CC2)n(-c2ccccc2)n1 | 3% | . | 32% | 0.8% | 8%
COc1ccc(/C=N/n2cnc3c([nH]c4ccc(C)cc43)c2=O)cc1CN1CCCC1 | 21% | 54% | -8% | ? | -7%
CCCc1nnc(NC(=O)CCC(=O)NC2CCCc3ccccc32)s1 (centres undefined) | -5% | -18% | 3% | 0.2% | 2%
COc1ccccc1OCC(=O)Nc1ccc(Cl)cc1 | -2% | 39% | -6% | 3.1% | -18%
Fc1ccc2c(Cl)c(-c3nnc(-c4cccs4)o3)sc2c1 | 5% | 6% | -7% | i | 0%
CCC1(CC)NC(=O)N(CC(=O)OCC(=O)Nc2ccc(OC(F)(F)F)cc2)C1=O | . | -9% | -3% | 1.6% | 5%
COc1ccc(CNC(=O)CCCNC(=O)c2ccc(Cl)cc2)cc1OC | -6% | 7% | -4% | i | -3%
COCCNC(=O)C(c1ccccc1)N(C(=O)Cn1nnc2ccccc21)c1cccnc1 (centres undefined) | 0% | -9% | 2% | 0.4% | -4%
COc1ccc(C2(CCN)CC(C)N(C)CC2C)cc1 (centres undefined) | -7% | 8% | -2% | 0.2% | -8%
COc1ccc(S(=O)(=O)N2CCC(C(=O)NN3CCCCC3)CC2)cc1OC | . | 4% | -4% | i | 4%
Cc1cc(=O)oc2c3c(cc(OCC(=O)N[C@@H](CC(C)C)C(=O)O)c12)OC(C)(C)CC3 | -2% | -15% | 22% | 0.7% | -3%
COc1cccc(CN2CCNC(=O)C2CC(=O)N(C)CCC2CCOCC2)c1 (centres undefined) | 6% | 0% | -7% | 1.0% | 6%
O=C(NCC1CCCO1)C(=O)N/N=C/c1cc(Cl)ccc1O (centres undefined) | 9% | 7% | 7.8µM* | 0.6% | -11%
CCCNC(=O)COc1ccc(S(=O)(=O)Nc2ccc(C)cc2)cc1 | -2% | 3% | -2% | 0.5% | 3%
Cc1ccc(NC(=O)CCSc2nnc(-c3ccco3)o2)cc1 | -8% | 8.4µM* | 6% | 5.7% | ?

Compounds from the list above that have a COOH group, in the order listed:
SMILES | PhoP GFP inhibition | M. tuberculosis | H1N1 NS1A inhibition | inhibitors of VEEV | M. tuberculosis HTS | others
O=C(O)CCCCCn1c(O)c(C=C2N=c3ccccc3=N2)sc1=S | 5% | 64% | -7% | 6.0% | -6%
Cc1cc(=O)oc2c3c(cc(OCC(=O)N[C@@H](CC(C)C)C(=O)O)c12)OC(C)(C)CC3 | -2% | -15% | 22% | 0.7% | -3%

Additional entries.
SMILES | PhoP GFP inhibition | M. tuberculosis | H1N1 NS1A inhibition | inhibitors of VEEV | M. tuberculosis HTS | others
CCc1ccccc1NC(=O)CSc1nc(-c2ccccc2)nn1C(=O)c1cccc([N+](=O)[O-])c1 | -8% | 9% | . | . | 6%
N/C(=N\OC(=O)c1ccco1)c1ccccn1 | 5% | -4% | -3% | 0.0% | 2%
COc1cccc(-c2nn(-c3ccccc3)cc2CN(C)Cc2c(C)nc3ccccn23)c1 | 9% | 7% | 6% | 2.9% | ?
CCn1cc(Cl)c(C(=O)NNC(=O)CCn2cc([N+](=O)[O-])cn2)n1 | -9% | -14% | -3% | i | 7%
O=C(NCc1c(Cl)cccc1Oc1ccccc1)c1ccccc1 | 3% | -7% | -3% | 0.4% | 2%
Cc1cccc(Oc2ccc(NC(=O)C3CC=CCC3C(=O)O)cc2)c1 (centres undefined) | 3% | -10% | -9% | 0.8% | 4%
COc1cc(NC(=O)C2=C(N3CCOCC3)/C(=C/c3ccc(Cl)cc3)CC2)cc(OC)c1OC | 15% | -7% | -4% | 9.1% | 0%
CCOC(=O)N1CCC(NC(=O)c2cc(C(=O)NC3CCCC3)ccc2CO)CC1 | -5% | -32% | 6% | 1.1% | -3%
